Rab9 promoter act: activators of Rab9 promoter. Potency, µM (doses to about 9.22 µM), without a hit: top-dose activation, negative = inhibition, hits mostly activators. Huh7 Rab9 promoter-luciferase reporter, luminescence, 24 h. 320,000 compounds, 2.8% hits. AID 485297; note: potency is the fitted concentration of half-maximal effect; % of control where 0% means no effect; nearly all actives have a fitted effect of over 60% in size
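Huh7 cells stably carrying a Rab9 promoter-luciferase reporter, 1500 cells per well in OP-MEM I with 10% FBS, treated with compound 24 hours at 37C. Luciferase activity read by luminescence after 10 minutes with Amplite reagent.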
FBPA coupling cs: inhibits coupling enzyme system, counter-screen for aldolase hits. coupling enzyme system counterscreen, AmpLite Red fluorescence. activity change, negative = inhibition, % at 58.2 µM, hits read low. 290,000 compounds, 0.67% hits. AID 2472; in the data active = activity change below about -30%; note: % is set by controls: 0 for no effect and ±100 for the full control effect
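Counterscreen of the coupled detection system alone, without aldolase: glyceraldehyde-3-phosphate coupling enzymes plus AmpLite Red readout. Compounds at 57.5 uM final, 10 min RT preincubation, 20 min RT reaction, fluorescence 525/598 nm.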
NPC1 promoter act: activates the NPC1 promoter; 320,000 compounds, 2.4% hits; Huh7 NPC1 promoter luciferase reporter, 24 h; AID 485313; Potency, µM (top dose mostly 9.22 µM), without a hit: top-dose activation, actives largely listed as activators;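 note: potency is the fitted concentration of half-maximal effect; % of control where 0% means no effect; nearly all actives have a fitted effect of over 60% in size; reporter is driven by a mutant NPC1 promoter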
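Luminescence from an NPC1 promoter-driven luciferase reporter in stably transfected Huh7 cells was measured after 24 h compound treatment at 37 °C, followed by 10 min ambient incubation with luciferase detection reagent.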
RORgamma inh: inhibitors of mouse ROR gamma transcriptional activity | P51450 | Drosophila S2 Gal4-RORgamma UAS-luciferase reporter, 20 h | Potency, µM (doses to about 53.6 µM), for inactives: at the top dose activity change, negative = inhibition, actives largely listed as inhibitors | 310,000 compounds, 5.4% hits | AID 2551; note: potency is the fitted concentration of half-maximal effect; % is set by controls: 0 for no effect and ±100 for the full control effect; nearly all actives have a fitted effect of over 60% in size
Target sequence (P51450 whole entry, looked up, the tested form may be a part): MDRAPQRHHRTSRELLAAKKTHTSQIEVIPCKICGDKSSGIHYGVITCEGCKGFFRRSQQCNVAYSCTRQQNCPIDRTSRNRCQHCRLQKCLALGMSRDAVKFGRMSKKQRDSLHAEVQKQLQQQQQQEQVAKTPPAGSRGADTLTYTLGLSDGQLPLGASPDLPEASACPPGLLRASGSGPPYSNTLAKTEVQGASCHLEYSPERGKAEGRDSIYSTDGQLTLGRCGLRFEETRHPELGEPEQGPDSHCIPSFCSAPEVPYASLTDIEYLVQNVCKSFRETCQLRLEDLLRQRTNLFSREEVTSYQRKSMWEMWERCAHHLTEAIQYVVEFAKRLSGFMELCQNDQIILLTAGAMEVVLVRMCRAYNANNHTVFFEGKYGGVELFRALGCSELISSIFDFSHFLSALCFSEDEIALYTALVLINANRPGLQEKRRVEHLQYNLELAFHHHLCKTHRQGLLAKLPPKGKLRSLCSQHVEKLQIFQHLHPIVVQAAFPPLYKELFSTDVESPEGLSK
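Schneider cells (Drosophila), stable Gal4 DBD–ROR gamma + UAS-luc; 1 hr cmpd preincubation; Cu2+ induction 700 uM final; 20 hr ambient; luminescence.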
ELG1 genotoxic: genotoxicity induction in ELG1-luciferase HEK293T cells; HEK293T ELG1-luciferase reporter, luminescence, 16 h; Potency, µM (top dose mostly 46 µM), for inactives: top-dose activity change, positive = activation, hits mostly activators; 330,000 compounds, 1.3% hits; AID 504466; note: potency is the fitted concentration of half-maximal effect; % of control where 0% means no effect; nearly all actives have a fitted effect of over 60% in size
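Cells (2,000/well) expressing the ELG1-luciferase fusion are dosed by pin tool and kept 16 hr at 37 °C, 5% CO2. Signal comes from ONE-Glo luciferase reagent after 30 min at room temperature.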
FLuc modulator: inhibits or activates purified firefly luciferase, miR-21 counter-screen; Potency, µM (titrated, usually from 57.5 µM), without a hit: at the highest dose activity change, negative = inhibition, actives largely listed as inhibitors; P08659; 360,000 compounds, 6.9% hits; purified FLuc, Km substrates, luminescence inhibition;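 note: potency is the fitted concentration of half-maximal effect; plate controls were vehicle for no effect and reference inhibitor for full effect; nearly all actives have a fitted effect of over 55% in size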
Target sequence (P08659 whole entry, looked up): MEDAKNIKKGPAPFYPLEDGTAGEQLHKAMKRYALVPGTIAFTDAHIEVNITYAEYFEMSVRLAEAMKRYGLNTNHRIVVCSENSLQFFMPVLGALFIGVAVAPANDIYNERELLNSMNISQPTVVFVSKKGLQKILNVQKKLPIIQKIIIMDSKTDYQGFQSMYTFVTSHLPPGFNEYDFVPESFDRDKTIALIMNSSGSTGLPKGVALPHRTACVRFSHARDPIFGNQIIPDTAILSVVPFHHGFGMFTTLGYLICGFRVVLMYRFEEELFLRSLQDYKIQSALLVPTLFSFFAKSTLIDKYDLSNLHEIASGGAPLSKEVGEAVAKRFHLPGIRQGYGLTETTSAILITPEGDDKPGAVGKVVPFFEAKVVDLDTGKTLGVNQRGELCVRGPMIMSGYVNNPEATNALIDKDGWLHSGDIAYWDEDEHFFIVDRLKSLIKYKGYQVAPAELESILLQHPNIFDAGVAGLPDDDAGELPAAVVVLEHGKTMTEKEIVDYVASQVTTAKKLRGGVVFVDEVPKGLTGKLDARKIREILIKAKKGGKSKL
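Purified P. pyralis luciferase (10nM final) with 10uM D-luciferin and 10uM ATP (Km levels) in 50mM Tris acetate pH 7.5, 10mM Mg acetate, 0.01% Tween-20, 0.05% BSA; qHTS 6-point titration, ~60 µM downward; luminescence read.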
Tb PFK block: inhibitors of T. brucei phosphofructokinase; T. brucei PFK, ADP-Glo luminescence; Potency, µM (titrated, usually from 57.5 µM), without a hit: at the top dose activity, negative = inhibition, actives largely listed as inhibitors; 330,000 compounds, 0.17% hits;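 note: potency is the fitted concentration of half-maximal effect; 0% = uninhibited 1x PFK enzyme wells and -100% = no-enzyme wells; nearly all actives have a fitted effect of over 60% in size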
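PFK 1.25 nM, F6P 0.5 mM, ATP 0.1 mM, 0.1 M TEA pH 8.0, 5 mM MgCl2, 0.01% Tween20, 0.1% BSA; 45 min RT. ADP-Glo readout. qHTS titration up to 57 uM; curves fitted, compounds curve-classed.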
Giardia kill: Giardia lamblia killing; Giardia lamblia trophozoite viability; activity change, % at 7.66 µM, hits read low; 340,000 compounds, 0.15% hits; AID 540267; in the data active = activity change below about -80%; inconclusive = between about -30% and that limit;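 note: parasites exposed to compound for two days anaerobically before the ATP read; % is set by controls: 0 for no effect and ±100 for the full control effect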
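Trophozoite viability was measured as ATP-dependent luminescence, read 15-30 min after reagent addition. Before that, parasites at 100 cells/well were exposed to compounds for 48 h, anaerobically, at 37 deg C.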
VP16 counter: inhibits Gal4-VP16 luciferase reporter, ROR gamma counter-screen; Drosophila S2 Gal4-VP16 UAS-luciferase, luminescence, 20 h; Potency, µM (top dose mostly 53.6 µM), inactives show top-dose activity, negative = inhibition, most hits filed as inhibitors; 310,000 compounds, 3.5% hits; AID 2546;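 note: Gal4-VP16 expression switched on by copper sulfate through the metallothionein promoter; potency is the fitted concentration of half-maximal effect; % is set by controls: 0 for no effect and ±100 for the full control effect; nearly all actives have a fitted effect of over 50% in size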
KCNH2 3.1 block: inhibitors of human KCNH2 3.1 potassium channel isoform | activity change, % (tested at about 1.8 µM) | U2OS KCNH2 3.1, thallium flux FluxOr; active compounds read low | AID 720553 | 340,000 compounds, 0.95% hits;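 active = maximum activity change below -70%; inconclusive = maximum activity change from -70% to -50%; inactive = maximum activity change above -50%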;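 note: thallium influx rate constant from kinetic fluorescence after stimulation buffer; % is set by controls: 0 for no effect and ±100 for the full control effect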
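Steps: virus added to U2OS suspension (4 h, RT, dark); medium with 10% FBS added, cells plated, 37 C overnight; FluxOr/Red40 loading buffer 45 min RT; stimulation buffer, 2 min kinetic read; rate constant normalized.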
uPA surface inh: cell surface uPA generation inhibition | cell surface uPA generation assay, qHTS | Potency, µM (top dose mostly 38.3 µM), for inactives: top-dose activity change, negative = inhibition, hits mostly inhibitors | 330,000 compounds, 0.31% hits; active = well fitted inhibition curve with a large enough effect; inconclusive = small, poorly fitted or top-dose-only effect; inactive = no such curve, though single readings can be large or run the other way; tested in mouse RAW 264.7 cells; note: potency is the fitted concentration of half-maximal effect; % is set by controls: 0 for no effect and ±100 for the full control effect; nearly all actives have a fitted effect of over 55% in size
Numbers without * were called inactive; u = inconclusive; x = not tested or not shown; [ ] = another dose, or the depositor's remark. Unless noted, calls come from the whole dose curve; as a rule, active = well fitted curve in the direction sought with a large enough effect; inconclusive = small, poorly fitted or top-dose-only effect, or another doubt; inactive = no such curve, though single readings can be large; an effect the other way counts as inactive or inconclusive.

SMILES	Rab9 promoter act	FBPA coupling cs	NPC1 promoter act	RORgamma inh	ELG1 genotoxic	FLuc modulator	Tb PFK block	Giardia kill	VP16 counter	KCNH2 3.1 block	uPA surface inh
CCOC(=O)CCn1cnc2ccc([N+](=O)[O-])cc2c1=O	-7%	0	0%	-6%	2%	-1%	-1%	5	5%	8	3%
CC(NC(=O)CNC(=O)C(Cc1ccccc1)NC(=O)OCc1ccccc1)C(N)=O (stereo not given)	14%	2	-1%	19%	-3%	6%	2%	-15	4%	-3	11%
Cc1nn(-c2ccccc2)c(N2CCCC2)c1C=O	-3%	1	-1%	5%	-6%	-2%	3%	3	-12%	5	-13%
O=C(NC1CCCCC1)C12CC3CC(C1)CC(n1cncn1)(C3)C2	0%	3	-4%	-15%	3%	0%	1%	-28	-7%	14	1%
Cc1ccc(CNC(=O)CN2C(=O)CSc3ccc(S(=O)(=O)N4CCC(C)CC4)cc32)cc1	0%	-3	7%	40%	0%[9.26 µM]	u	0%	33[activator]	u	-11	-6%
Clc1ccccc1Nc1nc2ccccc2o1	0.79µM*	x	u	x	u	1.7µM*	-12%	0	x	20	-30%
COc1ccccc1CNC(=O)COC(=O)c1ccc2c(=O)n3c(nc2c1)CCCCC3	-1%	x	-8%	x	4%	-13%	0%	-22	x	-5	7%
CCSc1nc(CC)c2c(c1C#N)CCCC2	-3%	-1	-10%	-21%	-3%	3%	-5%	-6	-5%	-8	5%
S=c1[nH]nc(CSCc2ccccc2Cl)n1-c1ccccc1	10%	2	-6%	1µM*	1%	-14%	-4%	3	6.3µM*	-19	-1%
Cc1ccc(S(=O)(=O)N2[C@@H](c3ccc(Cl)cc3)C(C(=O)O)=C[C@H]2C(C)(C)C)cc1	x	x	x	x	-6%	x	0%	19	x	-11	9%
COc1ccc(S(=O)(=O)N2CCCCCC2)cc1NC(=O)Cc1ccccc1F	-3%	-1	-8%	20%	1%	-1%	-1%	-26	-4%	-12	9%
Cc1ccc(C(C)C)c(OCC(=O)Nc2ccccc2N2CCN(C)CC2)c1	2%	-1	0%	u	-7%	1%	1%	12	13µM*	-15	17%
Cc1ccc(S(=O)(=O)N2[C@@H](c3ccc(Cl)cc3)C(C(=O)O)=CC[C@H]2c2ccc3c(c2)OCO3)cc1	0%	x	-3%	x	0%	-2%	-16%	u	x	7	7%
CC1CCN(S(=O)(=O)c2ccc(C(=O)N3CCCC3C(=O)O)cc2)CC1 (stereo not given)	2%	x	-1%	x	0%	x	-9%	-2	x	-1	8%
CCc1ccc(NC(=O)CSc2nnc(CNC(=O)c3ccc(OC)cc3)o2)cc1	-1%	x	2%	u	2%	u	-2%	-1	-13%	8	-3%
COC(=O)c1nn(-c2ccc(-c3ccccc3)cc2)cc1O	u	0	u	-43%	13%	0.34µM*	-7%	-22	u	-13	-14%
Cn1c(=O)c2c(nc(CN3CCc4ccccc4C3)n2Cc2ccc(Cl)cc2)n(C)c1=O	3%	-2	-2%	-32%	0%	2%	-7%	12	8%	1	-5%
CCCCSc1nc(NCc2ccco2)c2c3c(sc2n1)COC(C)(C)C3	0%	-3	-1%	16%	-2%	-6%	3%	-12	-12%	-12	9%
Cc1cc(C)cc(NC(=O)c2ccc(N3C(=O)C4CCCCC4C3=O)cc2)c1 (stereo not given)	1%	3	-4%	u	-1%	u	3%	7	0%	1	16%
CC(C)N1CCN(C(=O)c2ccc(NC(=O)c3ccc(Br)o3)cc2)CC1	-3%	x	-3%	x	0%	-1%	-8%	6	x	4	-7%
CCCCN(C)CCOc1ccccc1OCC	-8%	4	1%	-11%	2%	-1%	0%	-13	-11%	5	6%
CC(C)CCNC(=O)CC1Nc2c3ccccc3nc(=S)n2C1=O (stereo not given)	0%	2	-2%	22%	1%	-1%	4%	-3	-10%	-9	-6%
O=C1OCC2=C1C(c1ccc(F)cc1)c1cc3c(cc1N2)OCO3 (stereo not given)	-26%	2	-19%	-13%	12%	1%	1%	-19	-6%	-2	-12%
COC(=O)c1cc(C#N)c(N(C)Cc2ccccc2)nc1C	3%	2	0%	u	u	u	0%	10	u	x	1%
CC(C)NC(=O)NC(=O)CSc1nnc(C(F)(F)F)n1C	3%	0	-6%	-1%	5%	0%	0%	4	5%	-2	4%
COCC(=O)NC1CC(C)(C)Cc2c1cnn2-c1ccc(F)cc1 (stereo not given)	-2%	1	-1%	16%	3%	-5%	1%	-2	-1%	10	24%
O=C(COC(=O)COc1ccccc1)Nc1ccc(S(=O)(=O)N2CCOCC2)cc1	-2%	0	-6%	16%	-2%	-4%	2%	7	8%	5	2%
O=C1N/C(=C/c2ccc(N3CCOCC3)o2)C(=O)N1c1ccccc1	7%	-8	-2%	5.6µM*	-17%	u	u	u	1.6µM*	-11	-7%
COc1ccc(-c2nnn(CC(=O)N(CC(=O)NC3CCCC3)c3ccccc3)n2)cc1OC	-1%	0	-3%	17%	1%	3%	19%	-24	1%	10	1%
CCN1CCN(CC(O)COC(c2ccccc2)c2ccccc2C)CC1 (stereo not given)	-8%	-4	1%	-3%	-4%	4%	-5%	16	0%	0	-1%
CCc1ccc(NC(=O)Cn2c(=O)oc3cc(S(=O)(=O)N4CCOCC4)ccc32)cc1	-5%	5	-2%	19%	-4%	1%	-2%	u	u	-17	-13%
O=C(N/N=C/c1ccc(-c2cccc([N+](=O)[O-])c2)o1)c1cccs1	u	3	18%	10µM*	14%	0%	-2%	-1	u	5	2%
Cc1cccc(NC(=O)c2cccnc2)c1C	-4%	0	3%	4%	2%	5%	-2%	4	-1%	9	-3%
COc1cccc(CNC(=O)c2cccnc2Sc2ccc(C)cc2C)c1	-2%	x	1%	35%	-3%	0%	2%	-12	1%	-15	5%
CS(=O)(=O)c1ccccc1-c1nnc(NC(=O)c2ccc3ncsc3c2)o1	2%	x	-3%	x	-9%	3%	u	13	x	-10	3%
O=C(CSc1ncccn1)n1c2c(c3ccccc31)CCCC2	14%	-19	7%	u	0%	u	0%	1	-7%	-4	9%
CC(Oc1ccccc1)C(=O)N1CCN=C1SCc1ccccc1 (stereo not given)	2%	7	-1%	-20%	-1%	-5%	-4%	-11	-6%	-4	-3%
CCc1cc(C(=O)c2ccc(OC)cc2)c(NC(=O)CN2CCN(C)CC2)s1	-8%	2	-6%	-43%	-3%	2%	-6%	-3	0%	-103*	-8%
CCn1ncc(Cl)c1C(=O)NC(C)c1ccccc1 (stereo not given)	2%	0	-5%	3%	1%	-2%	-6%	3	1%	2	-10%
O=C1NN(c2ccccc2)C(=O)/C1=C/c1ccc(-c2cccc(C(=O)O)c2)o1	22%	0	17%	1%	13%	27µM*	16%	-17	10%	29	-1%
Cc1cc(C)nc(N2CCCC(C(=O)NCc3cccs3)C2)n1 (stereo not given)	-14%	3	-2%	10%	1%	0%	2%	9	8%	21	x
Cc1ccc([N+](=O)[O-])cc1-c1ccc2cccc(C)c2n1	0%	1	-2%	10%	3%	-1%	-5%	-28	-4%	-47	-1%
C=CCc1cccc2cc(C(=O)NCCOC)c(=O)oc12	4%	0	-5%	10%	2%	1%	0%	-19	-8%	-6	0%
O=C(COc1cccc(Oc2ccccc2)c1)Nc1ccc(SC(F)F)cc1	4%	-5	-2%	14%	0%	-5%	1%	-10	-5%	-3	-22%
COc1cc(OC)cc(C(=O)NCC(=O)OCC(=O)Nc2ccc3c(c2)OCO3)c1	1%	-2	1%	4%	0%	-6%	-3%	5	-1%	-25	3%
CC(=O)c1c(C)[nH]c(C(=O)Nc2ccc(F)cc2F)c1C	u	-1	u	-11%	u	u	1%	15	27%	13	-2%
O=C(CN1CCOCC1)N1CCCc2c1c(=O)oc1ccc(OCc3ccccc3)cc21	-9%	0	-2%	2%	-2%	2%	-5%	7	-2%	22	x
O=C(NC(O)C(=O)c1ccccc1)c1cccs1 (stereo not given)	-6%	1	-1%	17%	-2%	u	-2%	3	17%	-3	-14%
CCn1cc(C(=O)NN)c(=O)c2cc(F)c(N3CCCCC3)cc21	3%	3	-4%	20%	4%	-3%	-5%	-20	2%	7	3%
Cc1cc2nc(-c3ccc(NC(=O)c4cccnc4)cc3)oc2cc1C	u	0	u	u	u	6.7µM*	-5%	-13	1%	-10	3%
Nc1nc(Cl)cc(-c2ccccc2)n1	-10%	1	-2%	-4%	3%	-13%	-1%	29	17%	6	-9%

Not a hit list (roughly 14% active in at least one column).
